# 12-LOX inh: ALOX12 (human) lipoxygenase inhibition; Potency, µM (titrated, usually from 108 µM), for inactives: at the top dose activity change, negative = inhibition, most hits filed as inhibitors; purified 12hLO, xylenol orange hydroperoxide absorbance; 580,000 tested, 1.1% active; P18054; active means well fitted inhibition curve with a large enough effect; inconclusive means small, poorly fitted or top-dose-only effect, or another doubt; inactive means no such curve, though single readings can be large or run the other way; further: potency means the concentration at half of the fitted maximal effect
# Target sequence (P18054 whole entry, looked up): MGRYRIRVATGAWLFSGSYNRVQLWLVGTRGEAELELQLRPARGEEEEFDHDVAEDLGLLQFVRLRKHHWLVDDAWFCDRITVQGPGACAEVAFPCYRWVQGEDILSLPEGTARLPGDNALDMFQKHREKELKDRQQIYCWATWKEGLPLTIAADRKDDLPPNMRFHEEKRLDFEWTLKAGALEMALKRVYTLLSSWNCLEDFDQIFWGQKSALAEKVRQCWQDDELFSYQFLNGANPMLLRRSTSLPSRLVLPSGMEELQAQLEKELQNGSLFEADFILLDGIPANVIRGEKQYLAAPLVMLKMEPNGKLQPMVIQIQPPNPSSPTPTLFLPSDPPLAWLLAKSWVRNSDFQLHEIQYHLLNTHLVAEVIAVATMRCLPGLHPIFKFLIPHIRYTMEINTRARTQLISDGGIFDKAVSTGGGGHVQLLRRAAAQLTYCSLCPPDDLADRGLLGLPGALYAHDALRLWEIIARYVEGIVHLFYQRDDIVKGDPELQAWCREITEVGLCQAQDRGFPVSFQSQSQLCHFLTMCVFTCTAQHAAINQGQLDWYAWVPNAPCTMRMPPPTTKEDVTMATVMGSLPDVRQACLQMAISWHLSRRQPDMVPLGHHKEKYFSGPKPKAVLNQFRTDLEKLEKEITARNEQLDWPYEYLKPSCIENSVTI
#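 Purified human 12hLO (150 nM final) in 25 mM Hepes, 0.01% Triton X-100, pH 7.0 was preincubated 15 min at room temperature with compound. Then 40 uM arachidonic acid was added, 30 min. Hydroperoxide was read by Fe-XO absorbance ratio 573/405 nm.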
# LDHA inh: blocks human lactate dehydrogenase A. purified LDHA, NADH/diaphorase-resazurin fluorescence; hits give low values. 480,000 tested, 0.15% active. activity change, % (values are at about 110 or 230 µM); in the data active means activity change below about -30%; inconclusive means mostly about -25% to -30%;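 further: plate controls were DMSO wells for no effect and wells without enzyme for full effect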
#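 LDH5 2 nM; NADH 0.06 mM, pyruvate 0.2 mM; 200 mM Tris pH 7.4, EDTA, Tween-20; 5 min RT. Detection: diaphorase 0.133 mg/mL + resazurin 37 µM, fluorescence ex540/em590 at 0 and 20 min; normalized to enzyme-free and DMSO wells.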
# * hit, by the source's call; ? = inconclusive; & = joins results of further samples; [ ] = dose if it differs, or a comment. Unless noted, on the % scale 0 is the no-effect control and ±100 the full control effect. Only part of the results is shown. The share of hits here may be higher or lower than overall.
mol,12-LOX inh,LDHA inh
COc1ccc(F)cc1CO/N=C/c1cc(Cl)c(OC)c(OC)c1,-5.1%,-1.3
CCNc1nc(SC(C)C(N)=O)nc2ccccc12 (stereo unspecified),5.1%,2.8
O=C(Nc1ccc(Cl)c(Cl)c1)c1nn(Cc2ccccc2)c(=O)c2ccccc12,-19.9%,1.0
Cc1sc2nc(SCc3ccc(F)cc3)n(CCCN3CCOCC3)c(=O)c2c1C,?,-6.5
Cc1ccc2nc(-c3ccc(O)cc3)sc2c1,-0.2%,2.5
CC(=O)c1c(C)[nH]c(-c2csc(NC3CCCC3)n2)c1C,?,?
O=C1CCCN1c1ccc(-c2csc(-c3ccsc3)n2)cc1,-5.0%,2.1
CCOC(=O)c1nc2ccccc2nc1N1CCN(C(=O)c2cccc(Cl)c2)CC1,0.0%,5.3
Cn1cc(CC(=O)N2CCC(NC(=O)C3CC3)CC2)c2ccccc21,-5.7%,-2.0
CCN1CCC(N(C(=O)c2ccc3ccccc3n2)C2CC2)CC1,10.6%,5.7
O=C1NC[C@@H](CCCCN2CCN(CCC3CCCCC3)C(=O)C2=O)N(Cc2ccccc2)C1=O,0.0%,-4.4
COc1ccc(-c2csc(N3N=C(C)CC3c3ccc(OC)c(OC)c3)n2)cc1OC (stereo unspecified),0.9%,2.7
CC(C(=O)NCCO)c1ccc2c(c1)[nH]c1ccc(Cl)cc12 (stereo unspecified),?,5.3
Cc1sc(NC(=O)C2CC2)c(C#N)c1C,?,10.7
CCOc1ccc(N(Cc2nnc3n2CCCCC3)C(=O)Nc2ccccc2C)cc1,3.6%,4.1
CCCCN(C(=O)c1cc(Cl)nc2ccccc12)c1c(N)n(CC(C)C)c(=O)[nH]c1=O,-7.0%,-7.0
CC1CCCC(NC(=O)C(c2ccccc2)N(C)C)C1 (stereo unspecified),4.1%,-9.1
COC(=O)c1cc(Cc2ccccc2)ccc1O,20.2%,5.5
CCCn1c(=O)[nH]c(=O)c2c1nc(-c1ccc3ccccc3c1)n2CCN1CCOCC1,3.3%,-3.5
Fc1ccc(N/N=C/C(Br)=C/c2ccccc2)c(F)c1,?,7.5
Cc1cc(C)c(NC(=O)c2cc3cc(Br)ccc3oc2=O)c(C)c1,5.4%,-6.7
COc1cc2c(c(OC)c1)C(c1ccccc1OCC(C)C)CC(=O)N2 (stereo unspecified),5.0%,1.6
COc1ccccc1Cc1c(-c2cccc(Cl)c2)nc2c(C)cc(Br)cn12,0.0%,5.3
CC(C)c1ccc(NC(C)(C)c2nnnn2-c2ccc(Cl)cc2)cc1,-9.3%,-5.2
CCc1cc(=O)oc2cc(OCC(=O)N3CCCc4cc(OC)ccc43)ccc12,-1.9%,-2.1
CC(=O)COC(=O)c1ccccc1C(=O)c1ccc(C)c(C)c1,60.5%[activator],2.3
Cc1ccc(-c2cc(-c3ccccc3)c(C#N)c(SCCS(=O)Cc3ccccc3)n2)cc1 (stereo unspecified),-25.0%,10.1
Cc1ccc(Nc2nc(-c3ccccc3)c(C(=O)Nc3cccnc3)s2)cc1,55.6%[activator],5.2
CC1(c2nnnn2Cc2ccccc2)CCC(=O)N1CCc1ccccc1F (stereo unspecified),-91.2%,6.8
O=C(NCCCN1CCCC1)c1cccnc1,?,-0.1
COc1ccc2oc(=O)c(-c3nc4ccccc4s3)cc2c1,5.9%,-8.4
COC(=O)c1cc(OCc2cccc(Br)c2)cc(C(=O)OC)c1,-16.7%,-1.4
Nc1nccnc1C(=O)NCc1ccc(Oc2cccc(F)c2)nc1,-0.3%,11.1
Cc1ccc(C)c(NCc2ccccn2)c1,?,12.0
CCc1nccn1S(=O)(=O)c1cc(C)c(C)cc1OC,28.0%,1.8
CC1CCC2(CC1)NC(=O)N(NC(=O)CSc1nc(C(F)(F)F)nc3ccccc13)C2=O (stereo unspecified),-18.0%,0.8
CN(C(=O)Cn1c(=O)n(Cc2ccc3c(c2)OCO3)c(=O)c2sccc21)C1CCCCC1,?,-3.1
O=C(O)/C=C/c1csc2ccccc12,11.2%,4.4
COc1ccc(-c2coc3cc(OCC(=O)N4CCN(c5ccc(F)cc5)CC4)ccc3c2=O)cc1,-9.3%,-9.3
COc1cccc(CNC(=O)c2scnc2C)c1,13.2%,5.3
CCCCN(C)C(=O)C1CCN(S(=O)(=O)c2c(C)noc2/C=C/c2ccccc2F)CC1,?,7.5
CCCn1nc(C(=O)NCCc2cccs2)c2ccccc2c1=O,?,4.5
Nc1nccnc1C(=O)NCCNc1ncccc1C(F)(F)F,14.0%,1.7
C=CCNC(=S)N/N=C1/CCC=C1CCCCC,35.5µM*,-6.8
Cc1ccc(Cl)c(NC(=O)CSc2nnc(C)n2C)c1,-10.6%,-20.7

# Of the compounds above, five contain an aryl thioether with sulfur outside any ring:
mol,12-LOX inh,LDHA inh
CCNc1nc(SC(C)C(N)=O)nc2ccccc12 (stereo unspecified),5.1%,2.8
Cc1sc2nc(SCc3ccc(F)cc3)n(CCCN3CCOCC3)c(=O)c2c1C,?,-6.5
Cc1ccc(-c2cc(-c3ccccc3)c(C#N)c(SCCS(=O)Cc3ccccc3)n2)cc1 (stereo unspecified),-25.0%,10.1
CC1CCC2(CC1)NC(=O)N(NC(=O)CSc1nc(C(F)(F)F)nc3ccccc13)C2=O (stereo unspecified),-18.0%,0.8
Cc1ccc(Cl)c(NC(=O)CSc2nnc(C)n2C)c1,-10.6%,-20.7

# Going on with the list.
mol,12-LOX inh,LDHA inh
COc1ccc(-n2nnnc2SCc2cc(Cl)c3c(c2)OCCCO3)cc1,-14.7%,6.3
O=C(NCc1ccc2c(c1)OCO2)c1n[nH]nc1Nc1ccc(F)cc1,7.3%,3.0
Cc1nc(N2CCCC(C(=O)Nc3cc(F)ccc3F)C2)c2c(C)c(C)oc2n1 (stereo unspecified),-2.1%,1.0
NC(=O)c1ccc(NC(=O)COC(=O)c2cc(=O)[nH]c3ccccc23)cc1,?,-1.8
CC1=C(C(=O)N2CCOCC2)C(c2cc(Br)ccc2F)C2=C(CCCC2=O)N1 (stereo unspecified),5.6%,-3.2
O=C(COc1cc(O)c2c(=O)cc(-c3ccccc3)oc2c1)N1CCCCC1,?,8.1
COc1ccc(-c2nonc2NC(=O)c2oc3ccc(F)cc3c2C)cc1,1.4%,7.8
CC(NCc1nc2c([nH]1)c(=O)n(C)c(=O)n2C)c1ccccc1 (stereo unspecified),-4.0%,7.1
COc1ccc(C(=O)Nn2c(CCC(=O)O)ccc2-c2ccc(Cl)cc2)cc1OC,17.4%,-3.4
Cc1ccccc1-c1noc(CN2CCC(O)CC2)n1,5.9%,-11.9
Cc1ccc(C)c2c(N)c3c(nc12)CCCC3,40.6%[activator],15.9
Cc1[nH]c2ccc(C(=O)OC(C)C(=O)NC3CC3)cc2c1C (stereo unspecified),0.9%,5.5
O=c1[nH]c(CN2CCCCCCC2)nc2c(Br)cc(Br)cc12,?,-19.2
CC(C)NC(=O)NC(=O)COc1ccc2ccc(=O)oc2c1,17.8%,2.7
CCOC(=O)c1c(C)[nH]c(C(=O)C(C)N(C)Cc2ccccc2Cl)c1C (stereo unspecified),?,8.6
CC1CCN(CC2CCCCCN2)CC1 (stereo unspecified),-75.8%&44.5%,-21.5
CCCCS(=O)(=O)CCS(=O)(=O)CCCC,28.5%,-8.3
O=c1[nH]c(=O)n(-c2ccccc2)c2c1CN(C1CCCCC1)CN2,15.3%,3.1
CCNC(=S)NNC(=O)C(C)(C)O,-5.3%,12.4
COc1cccc(NC(=O)c2cc(=O)c3cc(C)ccc3o2)c1,11.2%,-11.0
COc1ccc(C(=O)Oc2ccc(Cl)cc2C)cc1OC,-19.9%,11.6
O=C1CN(C(=O)Cn2ccc3cc(Cl)ccc32)CCN1,?,7.3
COc1ccc(S(=O)(=O)NCCO)c2ccccc12,-8.3%,73.4
Cc1ccc(N2CC(O)=C(c3nc4ccccc4s3)C2=N)cc1O,-0.5%,8.2
CC(=O)c1nnn(-c2nc(N3CCCCC3)nc(N3CCOCC3)n2)c1C,18.7%,0.6
O=C(CCc1c[nH]c2ccccc12)Nc1ccc(F)c(F)c1,?,4.4
Cn1cc(-c2cc(C(F)F)c3c(C4CC4)nn(CC(=O)O)c3n2)cn1,?,5.5
O=C(O)CCCOc1cccc(Br)c1,49.3%[activator],7.3
O=C(NC1CCCC1)C(c1ccco1)N1CCC(O)(c2ccc(Cl)cc2)CC1 (stereo unspecified),-1.2%,1.6
COc1ccc(C2(C)N(O)C(C)C(c3ccccc3)=[N+]2[O-])cc1 (stereo unspecified),?,7.1

# Molecules shown so far containing a CF3 group, in the order listed:
mol,12-LOX inh,LDHA inh
CC1CCC2(CC1)NC(=O)N(NC(=O)CSc1nc(C(F)(F)F)nc3ccccc13)C2=O (stereo unspecified),-18.0%,0.8
Nc1nccnc1C(=O)NCCNc1ncccc1C(F)(F)F,14.0%,1.7

# Further structures
mol,12-LOX inh,LDHA inh
Cc1ccc(NC(=O)c2cc(-c3cccnc3)nc3ccc(C)cc23)nc1,-3.8%,-1.2
CC1CCN(C(=O)c2nc3nc(-c4ccco4)cc(C(F)(F)F)n3n2)CC1,?,-4.4
O=C(O)/C=C/c1cc(Cl)ccc1OC(F)F,7.9%,0.3
CCOc1ccc(-c2nc(COc3cccc4c3CCCC4O)cs2)cc1 (stereo unspecified),-41.0%,9.5
CCOC(=O)N1CCN(C(=O)C[C@@H]2C[C@@]3(C(=O)OC)CCCCC=C3N(Cc3ccc(Cl)cc3Cl)C2=O)CC1,-65.2%,2.7
O=C(CSc1nc2ccsc2c(=O)n1-c1ccccc1)NC1CCCC1,?,-6.3
CC(C)CCN1CCN(C(=O)c2ccc(C#N)cc2)CC1,1.1%,5.6
CNC(c1ccccc1)c1ccc(F)cc1 (stereo unspecified),-6.0%,0.3
O=C(NCC(c1cccs1)N1CCCCC1)c1cc(=O)c2cc(Br)ccc2o1 (stereo unspecified),-15.9%,12.8
COc1ccc(C(=O)CSc2nnc3c(=O)n(-c4ccc(C(C)C)cc4)ccn23)cc1OC,-3.6%,2.3
CNCc1ccsc1,0.0%,0.2
O=C(Nc1ccc(C(F)(F)F)cc1)C1CCCC1,9.8%,3.4
OCCc1nc2ccccc2s1,14.0%,-0.1
CC(NC(=O)CSc1nnc(COc2ccccc2Cl)n1C)c1ccc2ccccc2c1 (stereo unspecified),-2.4%,12.0
CC(C)(C)C(C(=O)NC1CCCC1)N1CCN(c2ncccc2C#N)CC1 (stereo unspecified),-12.3%,-0.5
Cc1cc(C(=O)NC(C)CCc2ccccc2)cs1 (stereo unspecified),20.0%,25.2
CC(C)(C)c1nc2cc(NC(=O)Cn3cnc4ccccc4c3=O)ccc2o1,32.1%,2.7
CC(C)Sc1nnc2c3cc(F)ccc3n(C)c2n1,18.3%,4.1
COC(=O)c1cc(OC(=O)c2cc3ccccc3cc2OC)cc(C(=O)OC)c1,?,-8.4
Cc1ccc2cc(-c3ccccc3)[nH]c2c1,?,9.1
CCCc1nnc2sc(-c3cc(OC)c(OC)c(OC)c3)nn12,?,10.4
COc1cc(/C=C/C(=O)O)c(Br)c(Br)c1OC(C)C,-29.1%,-0.2
COc1ccc(N(CC(=O)Nc2ccccc2C(=O)NCC2CCCO2)S(C)(=O)=O)cc1OC (stereo unspecified),?,-12.3
CC1CCc2nc3ccccc3c(C(=O)Nc3ccc(F)c(F)c3)c2C1 (stereo unspecified),?,7.5
CCCCc1ccc(C#Cc2ccc(OCC)cc2)cc1,3.8%,4.1
CN(C)S(=O)(=O)c1cccc(NC(=O)c2nc(-c3ccccc3)n(-c3ccccc3)n2)c1,29.3%,-15.3
CCOc1ccc(N2C(=O)c3ccccc3NC2(CC)CC)cc1,17.5%,-11.0
COC(=O)c1sc(S(=O)(=O)Nc2cccc(Cl)c2Cl)c(C(=O)OC)c1C,?,-6.0
Cc1oc(-c2ccccc2)nc1CC(=O)NCC1CCCO1 (stereo unspecified),10.3%,-1.4
CN(CC1CC1)C(=O)c1cc(=O)[nH]c2ccc(S(=O)(=O)Nc3ccc(F)cc3)cc12,-4.7%,7.1
CCC(CC)c1nnc(NC(=O)CCc2c[nH]c3ccccc23)s1,?,18.9
Cc1ccc2c(c1)C=C(C(=O)Nc1ccc3oc(=O)ccc3c1)C=CO2,-24.2%,-3.5
CCCCn1nc(C(=O)Nc2ccc(Cl)cc2C)c2ccccc2c1=O,-17.9%,8.8
Cc1cnc2c(S(=O)(=O)N(C)CC3CCCCC3)cccc2c1,1.2%,0.6
COCCn1c(C)cc(C(=O)CSc2nnc(Nc3ccccc3)s2)c1C,13.7%,6.5
CCN(C(=O)C(=O)Nc1ccc2nc3n(c(=O)c2c1)CCCCC3)c1ccccc1F,-7.0%,6.5
COc1cc(C2C3=C(CC(C)(C)CC3=O)OC3=C2C(=O)CC(C)(C)C3)ccc1OS(=O)(=O)c1ccc(C)cc1,?,8.1
Cn1c(=O)c2c(nc(Cl)n2Cc2ccccc2Cl)n(C)c1=O,20.8%,5.5
